Source: PubChem BioAssay
PMI inhibition: human PMI inhibitors, high substrate, primary screen, biochemical, fluorescence intensity, high mannose 6-phosphate (AID 1220); recombinant PMI enzyme, coupled fluorescence intensity; higher % means a stronger effect; inhibition, % at 20 µM, or IC50 in µM where a hit was titrated; 190,000 compounds, 0.66% hits
WT yeast gro inh: growth inhibition of WT yeast, mitochondrial fusion screen. mitochondrial fusion phenotypic screen, WT strain. inhibition, % at 10 µM. 190,000 compounds, 2.1% hits; in the data active = inhibition above about 58%; tested in S. cerevisiae
PMI inhibitors: MPI enzyme activity inhibition – biochemical, fluorescence intensity, coupled assay, primary screen (AID 1209); purified PMI enzyme, coupled fluorescence intensity; higher % means a stronger effect; inhibition, % at 20 µM; hits with a dose series show IC50 in µM; 190,000 compounds, 0.42% hits;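 also: plate controls were DMSO vehicle for no effect and wells lacking substrate for full effect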
Yfh1-depleted yeast: mitochondrial function rescue without frataxin homolog – Friedreich's ataxia, plus single-dose screen, dose response (AID 1465) | S. cerevisiae Yfh1-off respiration, WST-1 reduction, 72 h; higher fold induction means a stronger effect | one-dose fold induction at 50 µM; EC50 in µM for titrated hits | 220,000 compounds, 0.074% hits;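 active = fold induction of absorbance versus untreated yeast above a set limit, then at least 30% activation at any dose in follow-up; inconclusive = repeats straddling the limit, or above it without dose testing; inactive = fold induction below the set limit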;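 also: activators that raise dye reduction in frataxin-depleted yeast; strong numbers were not always called active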
M17LAP inhibition: P. falciparum M17LAP inhibitors, primary screen, biochemical, fluorogenic H-Leu-NHMec substrate, 1536-well (AID 1619); 220,000 compounds, 0.38% hits; one-dose inhibition, % at 30 µM; IC50 in µM for titrated hits; recombinant M17LAP, H-Leu-NHMec fluorogenic kinetic assay; higher % means a stronger effect;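 active = compound inhibiting the enzyme by more than half at any dose during confirmatory dose-response retesting; inconclusive = strong single-dose inhibitors picked by rank but not retested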;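 also: plate controls were full reaction with DMSO carrier for no effect and no enzyme background for full effect; strong numbers were not always called active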
M1AAP inhibition: malaria alanyl aminopeptidase activity blockers – biochemical, fluorogenic H-Leu-NHMec substrate, 1536-well (AID 1445). recombinant M1AAP, H-Leu-NHMec fluorogenic kinetic assay; higher % means a stronger effect. one-dose inhibition, % at 30 µM; IC50 in µM for titrated hits. 220,000 compounds, 0.42% hits;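 active = primary inhibition above the hit cutoff, then over 50% inhibition at one or more dose response concentrations, cut at about 23% in these data, passing the limit was not always enough; inconclusive = conflicting primary data, or primary hits not chosen for dose response; inactive = low primary inhibition, or under 50% at every dose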;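 also: plate controls were DMSO full reaction for no effect and no enzyme background for full effect; strong numbers were not always called active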
TNAP activation fold: stimulation of alkaline phosphatase TNAP activity – biochemical, luminescent, no phosphate acceptor, uHTS, primary screen (AID 1001). activation fold at 20 µM, or EC50 in µM where a hit was titrated. 200,000 compounds, 0.03% hits. purified TNAP, luminescent activation assay, no phosphate acceptor; higher activation fold means a stronger effect; in the data active = activation fold from about 3, or a potency from the dose series; inactive = the rest, 99 in 100 with activation fold below about 1.6; also: many of its hits are not listed in these tables
XIAP displacement: XIAP antagonists, biochemical, IAP family, fluorescence polarization (AID 1018) | XIAP BIR domain, fluorescence polarization peptide displacement; higher % means a stronger effect | displacement, % at 20 µM, or IC50 in µM where a hit was titrated | 200,000 compounds, 0.007% hits; in the data active = displacement above about 50%; also: a part of the inactive calls stands beside numbers as strong as those of hits
LYP inhibition: inhibitors of LYP phosphatase, biochemical, fluorescence intensity, uHTS (AID 1779). recombinant LYP phosphatase, fluorescence intensity; higher % means a stronger effect. inhibition, % at 11.5 µM, or IC50 in µM where a hit was titrated. 290,000 compounds, 0.054% hits;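 also: plate controls were vehicle with enzyme for no effect and no enzyme for full effect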
WT yeast gro inh mutant strain: also measured in WT yeast gro inh; calls as there; inhibition, %; mitochondrial fusion phenotypic screen, mutant strain inhibition
* = called active by the depositor; i = inactive; ? = inconclusive; · = not tested or not shown. Rule as the data show it, unless noted: active = inhibition above about 50%; inactive = the rest.

SMILES	PMI inhibition	WT yeast gro inh	WT yeast gro inh mutant strain	PMI inhibitors	Yfh1-depleted yeast	M17LAP inhibition	M1AAP inhibition	TNAP activation fold	XIAP displacement	LYP inhibition
CN(c1ccc(C(=O)Nc2nccs2)cc1)S(=O)(=O)c1ccccc1	15%	0	6	16%	i	15%	6%	1.1	-1.7%	0%
COc1ccc(-c2csc(N=C(N)N)n2)cc1	-7%	-3	-5	-5%	i	-10%	-4%	1	-13%	-6%
Cc1c(Nc2cc(N3CCCCCC3)c3nonc3c2[N+](=O)[O-])c(=O)n(-c2ccccc2)n1C	52%*	1	9	55%*	?	-5%	5%	0.8	-1.2%	-4%
Cc1ccc(/C=[N+](\[O-])c2ccc(N(C)C)cc2)c2nsnc12	·	77*	65*	·	i	4%	14%	0.7	-5.6%	2%
O=C1CC(N2CCOCC2)C(=O)N1c1cc(Cl)cc(Cl)c1 (stereo not given)	1%	1	-2	8%	i	8%	5%	1	-11%	-6%
O=C1CS/C(=N/N=C/c2cccs2)N1Cc1ccc(F)cc1	·	·	·	·	i	3%	12%	·	·	-2%
O=C(c1cnn2c(C(F)(F)F)cc(-c3ccco3)nc12)N1CCCc2ccccc21	14%	7	2	9%	i	-3%	1%	1.1	-2.6%	3%
Cc1ccc(NCC(=O)N/N=C/c2cccc(Br)c2)cc1	12%	-11	-13	7%	i	-1%	7%	1.1	1.8%	5%
COc1ccc(C(=O)N2CCN(Cc3ccccc3C)CC2)cc1OC	-4%	6	16	5%	i	11%	-6%	1	-0.1%	-9%
CC1CCN(C(=O)CSCC(=O)O)CC1	8%	13	-8	4%	i	5%	-2%	1	-15%	-9%
Cc1nn(C)c(Oc2cccc(Cl)c2)c1C(=O)O	16%	-5	-4	16%	i	-4%	-1%	1.2	-6.8%	-5%
c1ccc(CN2CCN(c3ncnc4nc[nH]c34)CC2)cc1	5%	11	3	7%	i	4%	2%	1.5	-1.2%	-2%
COc1ccc(NC(=O)c2cccnc2Nc2ccc(OC)cc2)cc1	19%	-8	10	18%	i	12%	9%	1.1	0.5%	0%
CCC(C)(C(=O)NC1CCCCC1)N(C(=O)c1cnccn1)c1c(C)n(C)n(-c2ccccc2)c1=O (stereo not given)	11%	-11	8	14%	i	-6%	-1%	1.1	-22%	-6%
Cc1cc(=O)n2[nH]c(N)c(N=Nc3ccccc3F)c2n1	21%	-11	-6	7%	i	6%	14%	0.9	-1.3%	-19%
CCc1cc2c(N[C@@H](Cc3c[nH]c4ccccc34)C(=O)O)ncnc2s1	-15%	-6	14	-7%	i	-1%	-2%	1	-6.6%	-6%
Cc1n[nH]c(C)c1S(=O)(=O)N1CCN(C2CCCCC2)CC1	-2%	-31	-20	-4%	i	-3%	-1%	0.6	-2.7%	-6%
Cc1ccc(S(=O)(=O)Nn2c(C)ccc2C)cc1	-43%	-9	-21	5%	i	4%	10%	1	-3.5%	2%
N/C(=N\OC(=O)c1cccc(Cn2cc(C(F)(F)F)ccc2=O)c1)c1ccc(Cl)cc1	·	·	·	·	i	-8%	-1%	·	·	-4%
Cc1cccc(Oc2ccc(NC(=O)c3ccccc3C(=O)O)cc2)c1	·	·	·	·	i	2%	0%	·	·	-3%
Cc1cc(-n2c(=O)c(C#N)cc3c(=O)n4ccccc4nc32)no1	9%	6	-7	-3%	i	-274%	44%	1.1	0.0%	-57%
COc1ccc(C2C(C#N)=C(/N=C/N3CCN(C)CC3)OC3=C2C(=O)CC(C)(C)C3)cc1 (stereo not given)	6%	-11	25	-9%	i	2%	7%	1.1	-2.9%	-6%
CN(C)c1ccc(/C=N/NC(=O)c2ccc(Cn3cc(Br)cn3)o2)cc1	6%	-10	-5	-5%	i	-3%	4%	1	-5.3%	5%
CC(C)(C)c1ccc(C(=O)NN2C(=O)CSC2=S)cc1	·	·	·	·	i	6%	3%	·	·	-2%
Cc1ccc(C)c2[nH]c(=O)c(CCNC(=O)C(C)C)cc12	-2%	8	8	3%	·	·	·	1.1	-5.0%	2%
O=C1CC(c2cccc(Cl)c2)CC(O)=C1C=NCCCO (stereo not given)	5%	-8	1	9%	i	-5%	3%	1.1	-3.8%	-3%
Cc1cc(C(=O)NNS(=O)(=O)c2ccc(F)cc2)nn1C(C)(C)C	·	·	·	·	i	1%	3%	·	·	-10%

Single values from the results shown.
For PMI inhibition, Cc1nn(C)c(Oc2cccc(Cl)c2)c1C(=O)O has 16%
For LYP inhibition, CC(C)(C)c1ccc(C(=O)NN2C(=O)CSC2=S)cc1 has -2%
For WT yeast gro inh, COc1ccc(NC(=O)c2cccnc2Nc2ccc(OC)cc2)cc1 has -8

Among those listed so far, these have a CF3 group:
SMILES	PMI inhibition	WT yeast gro inh	WT yeast gro inh mutant strain	PMI inhibitors	Yfh1-depleted yeast	M17LAP inhibition	M1AAP inhibition	TNAP activation fold	XIAP displacement	LYP inhibition
O=C(c1cnn2c(C(F)(F)F)cc(-c3ccco3)nc12)N1CCCc2ccccc21	14%	7	2	9%	i	-3%	1%	1.1	-2.6%	3%
N/C(=N\OC(=O)c1cccc(Cn2cc(C(F)(F)F)ccc2=O)c1)c1ccc(Cl)cc1	·	·	·	·	i	-8%	-1%	·	·	-4%

Among those listed so far, these contain two or more sulfur atoms:
SMILES	PMI inhibition	WT yeast gro inh	WT yeast gro inh mutant strain	PMI inhibitors	Yfh1-depleted yeast	M17LAP inhibition	M1AAP inhibition	TNAP activation fold	XIAP displacement	LYP inhibition
CN(c1ccc(C(=O)Nc2nccs2)cc1)S(=O)(=O)c1ccccc1	15%	0	6	16%	i	15%	6%	1.1	-1.7%	0%
O=C1CS/C(=N/N=C/c2cccs2)N1Cc1ccc(F)cc1	·	·	·	·	i	3%	12%	·	·	-2%
CC(C)(C)c1ccc(C(=O)NN2C(=O)CSC2=S)cc1	·	·	·	·	i	6%	3%	·	·	-2%

Some of the entries above, reformatted.
> Cc1ccc(S(=O)(=O)Nn2c(C)ccc2C)cc1
  PMI inhibition = -43%
  WT yeast gro inh = -9
  WT yeast gro inh mutant strain = -21
  PMI inhibitors = 5%
  Yfh1-depleted yeast = i
  M17LAP inhibition = 4%
  M1AAP inhibition = 10%
  TNAP activation fold = 1
  XIAP displacement = -3.5%
  LYP inhibition = 2%
> Cc1cc(C(=O)NNS(=O)(=O)c2ccc(F)cc2)nn1C(C)(C)C
  PMI inhibition = ·
  WT yeast gro inh = ·
  WT yeast gro inh mutant strain = ·
  PMI inhibitors = ·
  Yfh1-depleted yeast = i
  M17LAP inhibition = 1%
  M1AAP inhibition = 3%
  TNAP activation fold = ·
  XIAP displacement = ·
  LYP inhibition = -10%
